MEKK3 PB1 HTS: raises or lowers MEK5 binding to the human MEKK3 PB1 domain | Q99759 | bead-based flow cytometry, Alexa488-MEK5 binding to MEKK3; actives lie on both sides; 0 = blocked by unlabeled MEK5, 100 = vehicle | binding response (% of control), % at 10 µM | 290,000 compounds, 1.4% hits;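 active means binding response more than 3 SD above or below the average of its plate-row segment, actives on both sides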;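 further: Alexa488 bead fluorescence after subtracting the streptavidin-only scavenger bead signal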
DNA FID counter: counter-screen for HCV NS3 helicase inhibitors: DNA intercalator displacement | DNA fluorescent intercalator displacement, fluorescence | inhibition, % at 7.9 µM | 290,000 compounds, 0.17% hits; in the data active means inhibition above about 37%;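 further: 0% = vehicle and 100% = reference compound; higher means more ethidium bromide displaced from hairpin DNA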
VIM-2 inh: inhibitors of Pseudomonas aeruginosa VIM-2 metallo-beta-lactamase; purified VIM-2, nitrocefin hydrolysis, epi-absorbance fluorescence; inhibition, % at 5.6 µM; 290,000 compounds, 0.89% hits; AID 1527;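 active means inhibition above the mean of all tested compounds plus 3 SD, cutoff set per screening run, cut at about 7.5% in these data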;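 further: red hydrolysis product quenches plate fluorescence so inhibitors raise well fluorescence; 0% = enzyme with DMSO and 100% = DMSO without enzyme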
p-CIP stab down: lowers stability of the mouse p/CIP coactivator protein. decrease of EGFP signal, % at 10 µM. Q05BA5. F442A p/CIP-EGFP cells, EGFP fluorescence, 16 h. 290,000 compounds, 0.01% hits;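 active means EGFP signal decrease of at least 30% at 10 µM or well 3 SD below plate mean, unless failing retest; inactive means the rest, including hits failing retest or dose response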; further: some compounds called inactive have numbers as strong as hits; many of its hits are not listed in these tables
Target sequence (Q05BA5 1-1403): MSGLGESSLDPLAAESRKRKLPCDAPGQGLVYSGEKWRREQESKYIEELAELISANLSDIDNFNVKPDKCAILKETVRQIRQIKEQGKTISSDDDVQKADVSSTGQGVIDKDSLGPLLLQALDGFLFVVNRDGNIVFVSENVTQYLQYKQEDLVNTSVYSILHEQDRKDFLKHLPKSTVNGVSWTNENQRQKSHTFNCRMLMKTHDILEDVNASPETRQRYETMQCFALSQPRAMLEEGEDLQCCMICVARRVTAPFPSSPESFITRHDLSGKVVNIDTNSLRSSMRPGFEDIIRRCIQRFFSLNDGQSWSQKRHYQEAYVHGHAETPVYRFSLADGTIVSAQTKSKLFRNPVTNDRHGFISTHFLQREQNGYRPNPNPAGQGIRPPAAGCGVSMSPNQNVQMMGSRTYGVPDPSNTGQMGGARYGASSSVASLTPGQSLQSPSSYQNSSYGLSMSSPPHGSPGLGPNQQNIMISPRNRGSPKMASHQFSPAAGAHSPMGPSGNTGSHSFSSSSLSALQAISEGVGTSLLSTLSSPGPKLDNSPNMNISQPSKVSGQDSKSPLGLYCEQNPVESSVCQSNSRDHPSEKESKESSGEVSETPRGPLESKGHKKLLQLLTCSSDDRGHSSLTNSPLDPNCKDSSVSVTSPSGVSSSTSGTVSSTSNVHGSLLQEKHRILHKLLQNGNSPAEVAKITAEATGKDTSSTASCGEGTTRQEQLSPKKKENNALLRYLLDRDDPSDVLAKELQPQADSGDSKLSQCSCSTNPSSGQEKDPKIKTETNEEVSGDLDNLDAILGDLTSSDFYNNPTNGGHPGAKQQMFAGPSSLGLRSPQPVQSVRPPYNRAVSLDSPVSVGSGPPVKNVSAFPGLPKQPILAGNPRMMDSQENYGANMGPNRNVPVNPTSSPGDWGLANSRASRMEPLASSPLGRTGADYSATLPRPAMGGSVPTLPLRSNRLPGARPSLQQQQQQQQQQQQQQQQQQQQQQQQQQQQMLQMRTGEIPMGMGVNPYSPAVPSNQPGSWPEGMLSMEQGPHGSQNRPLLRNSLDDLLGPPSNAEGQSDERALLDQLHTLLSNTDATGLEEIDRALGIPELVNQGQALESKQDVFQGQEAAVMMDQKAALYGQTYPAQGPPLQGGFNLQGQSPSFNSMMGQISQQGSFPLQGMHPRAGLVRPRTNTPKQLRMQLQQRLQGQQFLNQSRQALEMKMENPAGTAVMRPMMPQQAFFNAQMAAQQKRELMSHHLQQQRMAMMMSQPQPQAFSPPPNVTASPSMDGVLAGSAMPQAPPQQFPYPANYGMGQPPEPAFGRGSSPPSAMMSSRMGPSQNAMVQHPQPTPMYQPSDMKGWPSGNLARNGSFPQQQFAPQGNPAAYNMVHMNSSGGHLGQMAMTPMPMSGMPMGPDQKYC
IMP-1 inh: inhibitors of Pseudomonas aeruginosa IMP-1 metallo-beta-lactamase. purified IMP-1, nitrocefin hydrolysis, epi-absorbance fluorescence. inhibition, % at 5.6 µM. 290,000 compounds, 0.45% hits. AID 1556;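 active means inhibition above the mean plus 3 SD of all compounds in the same screening run, cut at about 4.5% in these data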;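 further: 0% = IMP-1 with DMSO and 100% = DMSO wells lacking enzyme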
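System: purified IMP-1 / Input: IMP-1 dispensed at 0.2 nM / Medium: 50 mM HEPES pH 7.1, 50 µM ZnSO4, 0.05% Brij 35 / Timing: 15 min enzyme–compound preincubation, then 25 min nitrocefin reaction, 25 °C / Technique: plate fluorescence quenching by hydrolysis product, ex 480/em 530 nm / Repeats: singlicate testing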
PHOSPHO1 block: blocks human PHOSPHO1 phosphatase activity; Q8TCT1; recombinant PHOSPHO1, absorbance phosphatase assay; inhibition, % at 13.3 µM; 290,000 compounds, 1.1% hits; AID 1565; in the data active means inhibition above about 60%
NS3 helicase inh: blocks Hepatitis C virus NS3 helicase unwinding | NS3 helicase DNA unwinding, Cy5 molecular beacon fluorescence | inhibition, % at 10.9 µM | 290,000 compounds, 0.56% hits;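 active means inhibition above the mean of all tested compounds plus 3 SD, set per campaign, cut at about 35% in these data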;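 further: 0% = DMSO wells and 100% = thioflavine S control wells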
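Control set: DMSO versus 110 µM thioflavine S; Material: NS3 helicase fragment of HCV; Measured by: Cy5 fluorescence at 0 and 60 min, beacon hairpin quenching; Read-out basis: percent inhibition from t60/t0 fluorescence ratio; Times: reaction time 60 min, 25 °C; Repeats: single replicate; Compound dosing: single dose, 10.9 µM nominal final, DMSO 0.8% final.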
IDE act: boosts human insulin-degrading enzyme activity in HEK cells | 340,000 compounds, 0.073% hits | FAbeta-B cleavage, fluorescence polarization; 0% vehicle, 100% cell-free pure enzyme wells | P14735 | AID 493087 | activation, % at 5.96 µM;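 active means activation above the mean of all tested compounds plus 3 SD, set per screening campaign, cut at about 17% in these data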
SUMO HTRF inh: blocks human SUMOylation mediated by UBC9; P63279; inhibition, % at 35 µM; HTRF SUMOylation assay, SAE1/SAE2 + UBC9, in vitro; 290,000 compounds, 0.36% hits; in the data active means inhibition above about 50%, passing the limit was not always enough; further: strong numbers were not always called active
* hit, by the source's call; / = no result given. This is a subset; the hit share may differ from the screen's.

cpd	molecule	NS3 helicase inh	IMP-1 inh	IDE act	MEKK3 PB1 HTS	p-CIP stab down	SUMO HTRF inh	PHOSPHO1 block	DNA FID counter	VIM-2 inh
1	COc1ccc(-c2noc(CCC(=O)NC3CCCCC3)n2)cc1OC	10.1	-5.5	-2.6	92.0	3.6	-3.3	10.5	-5.3	-3.0
2	Nc1ccc(CNc2ncn[nH]2)cc1	1.9	-1.2	4.4	103.0	6.1	-8.7	-21.4	-3.0	-1.2
3	COc1ccc(/C=C/C(=O)c2ccc3ccccc3c2O)cc1CN1CCOCC1	-1.0	-2.0	-2.4	102.0	4.7	4.0	-7.4	-2.4	-2.8
4	CN(C)c1c2ccccc2nc2c(F)c(F)c(F)c(F)c12	-10.9	-1.3	0.9	101.0	-2.1	19.5	-5.3	-2.2	0.1
5	Cc1cccc(C)c1OC(=O)CN(c1ccc(Cl)cc1)S(C)(=O)=O	4.9	-0.3	-3.6	98.0	-5.4	12.6	18.0	-7.4	-2.0
6	C1CN(c2nc3nonc3nc2N2CCOCC2)CCO1	/	/	/	100.0	3.1	18.0	-16.0	/	/
7	COc1ccc(OC(C)C(=O)NCCc2nc3ccccc3[nH]2)cc1 (stereo not given)	-6.5	-3.4	0.6	94.0	-6.1	-7.5	-13.0	-1.6	-0.8
8	O=c1[nH]c(/C=C/c2cccnc2)c([N+](=O)[O-])c(=O)[nH]1	6.9	-0.1	-4.6	103.0	15.2	-1.0	-7.2	0.4	-3.7
9	Cc1cc(NC(=O)CSc2nc(-c3ccccc3)cs2)no1	0.2	-7.5	-3.6	102.0	5.5	-13.5	-3.3	-13.5	-3.2
10	COc1ccc(C(=O)N(C)Cc2ccc(C)o2)cc1OC1CCN(C(C)=O)CC1	-3.9	0.5	2.6	101.0	1.0	-3.7	16.2	-16.9	1.4
11	CSC[C@H](NC(=O)Cc1c(C)c2cc3c(C)c(C)oc3cc2oc1=O)C(=O)N[C@@H](Cc1ccccc1)C(=O)O	17.5	-3.4	6.1	99.0	8.7	19.7	-38.8	-22.2	-2.1
12	CCSc1nc(=S)n(Cc2ccccc2)c(C)c1C(C)=O	9.1	-1.9	2.7	96.0	11.9	-16.7	18.3	-7.5	0.2
13	COc1cc(NC(=O)C2CCC(CNS(=O)(=O)c3csc(C(N)=O)c3)CC2)cc(OC)c1 (stereo not given)	-0.8	-1.4	-0.7	98.0	1.9	-17.1	18.5	-33.0	-2.5
14	COc1ccccc1NC(NC(=O)c1cccnc1)C(Cl)(Cl)Cl (stereo not given)	-13.2	0.3	4.4	85.0	-1.6	7.4	57.0	-0.1	0.6
15	CCCn1cc(CN2CCCC(C(=O)c3ccc4c(c3)OCO4)C2)c(C)n1 (stereo not given)	3.7	-3.0	-1.3	102.0	-3.6	5.6	54.7	5.8	-4.3
16	O=C(CS(=O)(=O)c1ccccc1)NCc1ccccc1	2.7	-2.2	1.6	103.0	6.9	3.2	43.1	-2.1	-1.3
17	CC(=O)Nc1cc2nc(C)n(Cc3ccc([N+](=O)[O-])cc3)c2nc1C	-2.0	-1.9	1.1	106.0	2.4	11.5	29.5	1.1	-0.9
18	O=C(COC(=O)/C=C/c1cccc(Cl)c1)Nc1ccccc1-c1ccccc1	2.7	-3.2	/	90.0	10.7	-29.7	-4.4	1.8	-5.2
19	Cc1cc(C(=O)NNC(=O)c2nn(C)c(=O)c3ccccc23)c(C)o1	12.8	-3.4	-3.1	94.0	8.0	6.0	-4.2	5.6	-1.8
20	COC(=O)c1cc(COC(=O)COc2ccc(C)c(C)c2)oc1C	7.7	-0.2	-0.8	98.0	-11.6	-13.4	22.5	-34.7	0.4
21	CCC(CC)C(=O)Nc1c2c(nn1-c1ccc(F)cc1)CS(=O)(=O)C2	-2.3	-2.5	4.0	104.0	13.1	-1.0	11.4	-5.2	-3.2
22	O=C(CN1CCN(c2ccc(F)cc2)CC1)NCc1ccc(Cl)cc1	-17.4	-2.1	4.7	99.0	3.3	6.7	29.0	-27.2	-1.1
23	CCn1c(CC(=O)Nc2ccccc2F)nnc1SCC(=O)N1CCOCC1	2.5	-3.9	-0.2	103.0	-11.1	-6.5	/	-7.5	-2.9
24	O=C(c1cc(-c2ccccc2)nc2ccccc12)N1CCCc2ccccc21	-6.6	-4.3	-0.7	97.0	3.3	-13.8	-12.5	-21.1	-1.2
25	COC(=O)c1c(C)oc2c1cc(NS(=O)(=O)c1cccs1)c1ccccc12	-23.2	-1.5	-3.4	100.0	10.7	0.0	18.6	-14.6	-2.6
26	O=C(Nc1ccc(CN2CCS(=O)(=O)CC2)cc1)c1ccc(F)cc1	1.3	-1.2	2.4	100.0	-0.8	16.8	46.5	-5.4	-1.7
27	CCc1nnc(NC(=O)CSCc2cc(=O)n3cc(C)sc3n2)s1	-5.6	-0.6	0.2	102.0	-7.9	1.2	6.8	-9.5	-0.8
28	O=C(NCCc1ccccc1)c1ccc(NC(=O)c2cccnc2)cc1	-9.2	-1.7	-0.4	104.0	-4.3	-11.0	14.9	-18.4	-3.1
29	COc1cc2c(C#N)c(N3CCOCC3)nc(N)c2c(N)n1	1.6	-6.1	0.8	94.0	-9.4	11.1	3.5	1.2	0.3
30	CC(C)(C)NC(=O)NC(=O)CN1CCC(Cc2ccccc2)CC1	-17.8	-2.4	0.1	118.0	-9.5	-19.3	5.6	-5.0	-2.4
31	O=C(O)CCC(=O)NCC(=O)c1ccc(F)cc1	0.7	0.1	/	87.0	3.4	7.6	11.7	-1.4	1.2
32	COc1cc(/C=N/N2CCN(Cc3ccccc3)CC2)cc(OC)c1OC(C)=O	-4.5	-5.8	2.1	105.0	-3.4	-6.8	/	-17.3	-0.9
33	CN(C)CCn1c(=O)n(Cc2ccccc2)c(=O)c2c3c(sc21)CCCCC3	-64.4	-3.9	-0.4	102.0	4.9	-3.4	-37.3	0.3	-2.1
34	Cc1nnc(C)n1/N=C/C=C/c1ccccc1	2.7	-2.7	3.9	95.0	-1.7	1.1	-1.5	0.5	-1.7
35	CC(C)N(C(=O)CC1ON(C)C(=O)N1c1ccc(Cl)cc1)C(C)C (stereo not given)	1.3	-1.6	1.4	101.0	-5.6	15.8	31.7	-16.6	-0.4
36	CCNC(=S)N1CCN(CCN=CC2=C(O)CC(c3ccco3)CC2=O)CC1 (stereo not given)	7.0	-2.2	0.4	102.0	1.8	28.4	15.7	-11.8	-0.5
37	CCCS(=O)(=O)C(=C1NCCO1)S(=O)(=O)CCC	-2.1	-0.6	0.9	99.0	-6.7	28.4	6.4	1.2	-1.5
38	CCNC(=O)NC(=O)COC(=O)c1ccccc1SCC(=O)NC(=O)NCC	5.9	3.8	0.3	105.0	-14.0	23.2	44.7	-15.3	11.0*
39	O=C(Nc1ccccc1Cl)c1ccc2c(c1)N(Cc1ccc(F)cc1)C(=O)CS2=O (stereo not given)	5.7	-1.8	0.1	105.0	6.1	-2.9	-11.1	-6.4	-1.3
40	N=c1c(C(=O)NC2CCCC2)cc2c(=O)n3ccccc3nc2n1C1CCCC1	4.2	-3.5	0.6	106.0	-16.6	28.8	17.9	-1.7	-1.0
41	O=C1COc2ccc3ccccc3c21	2.8	-2.4	0.3	106.0	-2.2	17.5	20.3	-1.6	-0.6
42	Cn1c(NC2CCCCC2)cc(=O)n(C)c1=O	1.5	-3.6	4.9	100.0	-7.8	11.8	46.6	-2.3	-3.3
43	CC1(C)OC(c2ccccc2)=C/C(=C/C=C2C(=O)c3ccccc3C2=O)O1	5.5	-3.9	-10.9	94.0	-18.8	5.4	-12.4	-3.0	-1.9
44	COc1ccc(/C=N/NC(=S)Nc2cccc(C(=O)O)c2)cc1OC	5.0	-3.5	-7.0	104.0	2.5	-0.5	-28.4	-11.8	12.7*
45	C/C(=N\Nc1nccnc1Cl)c1ccc([N+](=O)[O-])cc1	-2.6	-4.0	7.1	103.0	-0.3	-14.6	8.9	-1.2	-3.7
46	CC(=O)NCCn1c(SCc2cc(F)ccc2F)nc2ccccc2c1=O	-9.3	-0.9	-2.7	101.0	0.0	-11.7	8.1	-3.8	0.4
47	CCCOC(=O)Nc1ccccc1C(N)=O	2.2	-1.7	2.4	106.0	2.6	10.1	-4.2	-6.9	-2.9
48	COc1ccccc1C(=O)N1CCN(C(=O)COc2cccc(C)c2)CC1	-4.9	-1.1	2.4	97.0	-0.7	-3.2	7.1	-15.4	-0.7

Sorted by count of non-hydrogen atoms (lowest first): part of the list above
cpd	molecule	NS3 helicase inh	IMP-1 inh	IDE act	MEKK3 PB1 HTS	p-CIP stab down	SUMO HTRF inh	PHOSPHO1 block	DNA FID counter	VIM-2 inh
41	O=C1COc2ccc3ccccc3c21	2.8	-2.4	0.3	106.0	-2.2	17.5	20.3	-1.6	-0.6
44	COc1ccc(/C=N/NC(=S)Nc2cccc(C(=O)O)c2)cc1OC	5.0	-3.5	-7.0	104.0	2.5	-0.5	-28.4	-11.8	12.7*
48	COc1ccccc1C(=O)N1CCN(C(=O)COc2cccc(C)c2)CC1	-4.9	-1.1	2.4	97.0	-0.7	-3.2	7.1	-15.4	-0.7

Additional entries follow.
cpd	molecule	NS3 helicase inh	IMP-1 inh	IDE act	MEKK3 PB1 HTS	p-CIP stab down	SUMO HTRF inh	PHOSPHO1 block	DNA FID counter	VIM-2 inh
49	CC1CCc2nn(CC(=O)NCc3ccc(F)cc3)cc2C1 (stereo not given)	-8.1	-2.6	8.6	99.0	-8.6	-3.0	14.1	-8.2	-5.4
50	CC(C)(C)C(=O)Nc1ccc(-c2nnc3n2CCCCC3)cc1	2.2	0.6	1.1	105.0	-16.1	11.7	14.7	-14.8	0.1
51	COc1ccc2nc(NC(=O)c3ccc(NS(=O)(=O)c4cccs4)cc3)sc2c1	-36.3	-0.8	3.0	87.0	9.0	9.8	-4.6	-6.3	-0.4
52	CCOc1ccccc1N/C=C/C(=O)C(C)(C)C	-1.2	-3.0	1.0	100.0	3.6	14.0	-50.4	-2.6	-1.3
